Bioassay records deposited in PubChem BioAssay by several laboratories.
A340 absorber: compounds absorbing at 340 nm. 65,000 tested, under 10 active. fold change at 10 µM. compound absorbance at 340 nm, fold over control. AID 708;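 active = at 10 µM dose, initial 340 nm absorbance at least 2 fold that of control wells; inactive = change under 2 fold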;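 note: initial absorbance extrapolated from kinetic A340 decline of NADH oxidation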
CatB mixtures: inhibitors of human cathepsin B in compound mixtures; P07858; Purified cathepsin B, AMC dipeptide fluorescence; inhibition, %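 (ten-compound pools at 5 µM per compound and 50 µM total)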; 0.06% of 62,000 active; AID 488; in the data active = inhibition above about 22%, passing the limit was not always enough;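 note: 0% = enzyme without compound and 100% = no enzyme blank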
FXIa inh mix: inhibitors of human coagulation factor XIa, pooled mixtures; purified FXIa, fluorogenic substrate; 0.19% of 62,000 active; P03951; inhibition, % at 5 µM;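 note: each value is inhibition by a whole ten-compound pool holding the compound; 0% = enzyme with no mixture and 100% = wells lacking enzyme; strong numbers were not always called active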
CatG inh: inhibitors of human cathepsin G; inhibition, % at 5 µM (by protocol); P08311; purified enzyme, AMC-tetrapeptide fluorescence, pooled mixtures; 0.2% of 62,000 active;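 active = inhibition above 20% in each of the two mixture wells holding the compound; inactive = inhibition of 20% or less in either well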;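 note: 0% = enzyme control without mixture and 100% = blank lacking enzyme; strong numbers were not always called active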
CatL block: inhibitors of human cathepsin L; P07711; purified cathepsin L, fluorogenic substrate, fluorescence; inhibition, %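 (tested at 10 µM)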; 0.17% of 58,000 active; in the data active = inhibition above about 45%;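 note: 0% = enzyme with no compound and 100% = no enzyme blank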
Target sequence (P07711 114-288 limits assumed): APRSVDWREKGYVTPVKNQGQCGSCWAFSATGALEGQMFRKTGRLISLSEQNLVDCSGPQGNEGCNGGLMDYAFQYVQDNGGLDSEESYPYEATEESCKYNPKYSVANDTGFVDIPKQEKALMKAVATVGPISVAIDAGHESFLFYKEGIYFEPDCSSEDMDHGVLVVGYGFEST
Target sequence (P07711 292-333 limits assumed): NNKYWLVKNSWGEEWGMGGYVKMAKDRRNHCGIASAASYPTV
FXIIa mix inh: blocks human factor XIIa in pooled compound mixtures; inhibition, % at 5 µM; purified FXIIa, fluorogenic substrate; 0.2% of 62,000 active; P00748;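 note: 0% = enzyme without compound and 100% = no enzyme blank; some results filed as inactive read as strong as hits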
Target sequence (P00748 20-372 limits assumed): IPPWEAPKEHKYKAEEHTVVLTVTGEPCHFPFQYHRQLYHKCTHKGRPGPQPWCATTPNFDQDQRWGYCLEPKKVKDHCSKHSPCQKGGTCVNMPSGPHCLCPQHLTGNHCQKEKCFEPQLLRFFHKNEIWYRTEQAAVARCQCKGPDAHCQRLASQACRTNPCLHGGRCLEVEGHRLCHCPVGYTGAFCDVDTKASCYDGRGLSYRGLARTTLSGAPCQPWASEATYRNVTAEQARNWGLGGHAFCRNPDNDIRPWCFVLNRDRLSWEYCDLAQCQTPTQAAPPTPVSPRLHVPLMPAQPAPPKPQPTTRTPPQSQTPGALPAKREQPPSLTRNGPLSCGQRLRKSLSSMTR
Target sequence (P00748 373-615 limits assumed): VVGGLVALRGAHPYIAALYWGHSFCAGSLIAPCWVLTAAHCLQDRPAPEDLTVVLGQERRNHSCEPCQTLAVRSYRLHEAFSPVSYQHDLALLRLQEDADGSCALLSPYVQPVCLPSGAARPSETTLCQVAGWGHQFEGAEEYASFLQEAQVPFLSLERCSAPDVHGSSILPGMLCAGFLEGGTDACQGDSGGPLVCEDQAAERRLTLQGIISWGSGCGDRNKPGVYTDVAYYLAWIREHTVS
CatS block: human cathepsin S inhibition. P25774. recombinant cathepsin S, AMC dipeptide fluorescence, pooled mixtures. inhibition, %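 (tested at 5 µM per compound within 10-compound mixtures)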. 0.06% of 62,000 active; in the data active = inhibition above about 32%, passing the limit was not always enough;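 note: 0% = enzyme without compound and 100% = blank without enzyme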
Target sequence (P25774 115-331 limits assumed): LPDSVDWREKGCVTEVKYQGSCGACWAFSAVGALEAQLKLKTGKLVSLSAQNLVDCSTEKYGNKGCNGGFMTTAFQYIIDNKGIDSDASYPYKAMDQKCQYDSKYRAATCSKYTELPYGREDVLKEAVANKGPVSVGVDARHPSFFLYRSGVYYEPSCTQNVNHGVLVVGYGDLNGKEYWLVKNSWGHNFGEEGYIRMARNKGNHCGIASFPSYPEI
CatB inh: human cathepsin B inhibition; P07858; purified cathepsin B, fluorogenic substrate, fluorescence; inhibition, %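 (tested at 10 µM)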; 0.1% of 63,000 active; AID 453; in the data active = inhibition above about 21%;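 note: 0% = enzyme with no compound and 100% = no enzyme blank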
C1s inh: blocks human complement C1s protease activity; P09871; purified C1s, fluorogenic AMC substrate, pooled mixtures; mean inhibition % of two 10-compound mixtures (active compounds read high), % at 5 µM (by protocol); 0.16% of 62,000 active;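 active = inhibition above 20% in each of the two 10-compound mixture wells holding the compound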;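 note: 0% = enzyme wells lacking compound mixture and 100% = no-enzyme blank wells; some compounds called inactive have numbers as strong as hits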
Active calls of the source: *; . = no result given. Cut-off read from the data, not from the text of the source, unless noted: active = inhibition above about 20% (passing the limit was not always enough); inactive = the rest.

SMILES	A340 absorber	CatB mixtures	FXIa inh mix	CatG inh	CatL block	FXIIa mix inh	CatS block	CatB inh	C1s inh
COC(=O)CNC(=O)C(Cc1c[nH]c2ccccc12)NC(=O)OC(C)(C)C (stereo not given)	1	6	6	8	4	10	7	4	8
O=c1oc2c(CN3CCOCC3)c(O)ccc2c2c1CCCC2	1.1	-7	-29	-28	-94	0	-22	-18	-95
Cc1ccc(CSC2=Nc3ccccc3C3=NC(CCC(=O)NCc4ccco4)C(=O)N23)cc1 (stereo not given)	1	3	7	10	.	8	2	2	13
CCCc1nnc(NC(=O)c2ccncc2)s1	1.1	4	4	9	2	7	-3	-4	1
O=C(CSC1=Nc2ccccc2C2=NC(CC(=O)NCc3ccco3)C(=O)N12)NCC1CCCO1 (stereo not given)	1.1	0	0	-4	.	6	-3	-1	-2
O=C(c1ccc(CN2CCOCC2)cc1)N1CCN(Cc2ccccc2)CC1	1	4	3	0	-7	-2	5	-4	-6
COc1ccc(NC(=O)N2CCCC(c3nc(-c4ccc(C(C)C)cc4)no3)C2)cc1 (stereo not given)	0.99	-16	-30	-18	2	5	-22	2	-151
CCOC(=O)c1ccc(-c2c(C(=O)OCC)oc3cc(O)c(CC)cc3c2=O)o1	1	6	7	2	-3	4	-8	-1	-17
Nc1nonc1-c1nc2ccccc2n1CC(=O)N1CCCCC1	1	86*	2	0	66*	-19	40	81*	-1
Cc1cc(C(F)F)n2nc(C(=O)Nc3ccc(S(=O)(=O)N4CCCCCC4)cc3)nc2n1	0.98	-2	-3	-2	3	-17	-8	-2	-19
CC(C)(C)c1cc(CN2CCOCC2)c(C(=O)O)o1	1	1	7	3	14	8	12	4	1
Cc1c(C(=O)NCc2ccccc2)oc2ccc(S(=O)(=O)N3CCCC3)cc12	1.1	-5	1	-11	6	5	-4	1	-15
CCOC(=O)C1CCCN(C(=O)c2cccs2)C1 (stereo not given)	1	-1	9	2	-3	6	8	-1	-26
CCn1ncc(C2=NOC(C(=O)Nc3cccnc3)C2)c1C (stereo not given)	0.99	2	4	-1	-1	10	-1	-2	1
Cc1ccc(CS(=O)(=O)CCC(=O)NCCCOC(C)C)cc1	1	5	6	11	4	1	-3	2	-2
O=C(C1CC1)N1CCc2cc(Br)cc(S(=O)(=O)NCCN3CCOCC3)c21	1	6	6	-2	14	-1	19	-2	2
COc1ccc(-c2cc(C(F)(F)F)nc(SCC(=O)NCc3ccco3)n2)cc1OC	1	3	-9	6	-25	3	-11	3	-15
Cc1cc(O)ccc1Nc1nc(-c2sc(N)nc2C)cs1	1	3	5	9	17	8	7	3	6
CC(=O)N1CCc2cc(S(=O)(=O)NC3CCCc4ccccc43)ccc21 (stereo not given)	1.1	3	0	12	14	3	11	4	4
CCN1CCN(C(CNS(=O)(=O)c2ccc(OC)cc2)c2cccnc2)CC1 (stereo not given)	1	3	-4	7	.	2	0	0	45
Cn1c(=O)c2c(ncn2CC(=O)Nc2nc(-c3ccccc3Cl)cs2)n(C)c1=O	1	-1	9	4	15	5	11	-2	-3
COc1ccc(/C(O)=C2/C(=O)C(=O)N(CCN(C)C)C2c2ccccn2)cc1OC (stereo not given)	1	0	6	10	-22	7	12	5	8
COc1cc(OC)c(NS(=O)(=O)c2coc(C(N)=O)c2)cc1Cl	1.1	2	11	2	.	2	4	1	-2
Cc1ccc(-n2c(C)cc(C(=O)COC(=O)c3c(C)noc3C)c2C)cc1	1	5	8	0	.	0	10	1	-6
COc1ccc(NC(=O)CSc2nnc(-c3ccccc3)n2N)cc1	0.99	6	2	-2	2	1	9	-2	-1
SMILES	A340 absorber	CatB mixtures	FXIa inh mix	CatG inh	CatL block	FXIIa mix inh	CatS block	CatB inh	C1s inh
CCN1C(=O)CC(N2CCC(C(=O)OC)CC2)C1=O (stereo not given)	1	3	4	52	20	0	13	5	10
COc1cc2c(cc1OC)CN(C(=O)c1cccs1)CC2	0.98	-7	9	3	-6	-13	-3	-2	3
CN(Cc1ccccc1)c1nc2c(c(=O)[nH]c(=O)n2C)n1CCSc1nc2ccccc2[nH]1	1	-5	-12	5	13	2	3	1	-74
CC(C)(C)NC(=O)C(c1ccc(OCC(N)=O)cc1)N(C(=O)c1cccnc1)C1CC1 (stereo not given)	1	2	17	11	9	13	15	-3	7
CSc1ccccc1NC(=O)c1cccnc1	1	-2	-5	2	16	-1	7	7	-33
CCn1c(SCC(=O)Nc2nnc(C)s2)nc2c(c1=O)SC(C)C2 (stereo not given)	1.1	3	7	-3	.	2	-2	-3	-11
NC(=O)c1c(NC(=O)CN2C(=O)CCC2=O)sc2c1CCCCC2	1.1	1	9	1	.	2	3	-1	-10
C=CCn1c(=O)c2ccccc2n2c(SC(C)C(=O)Nc3nc(-c4ccccc4)cs3)nnc12 (stereo not given)	0.99	6	7	-6	22	11	-1	0	0
COc1ccc(NS(=O)(=O)c2cc(C)ccc2OC)cc1OC	1	-3	-6	-6	2	-5	-4	2	-16
COc1ccc(OC)c(C(=O)CSc2nnc(Cc3cccs3)n2C)c1	1	4	5	0	-10	3	-13	0	0
Cc1c(C(=O)OCC(=O)c2ccc3c(c2)OCCO3)oc2ccccc12	1	1	0	-3	-4	2	-1	2	-8
CC(C)Cn1c(-c2ccc(Cl)cc2)cnc1SCC(=O)N1CCOCC1	1	3	7	12	.	-17	-1	4	16
CC(=O)N1c2ccccc2NC2=C(C(=O)CCC2)C1c1cccnc1 (stereo not given)	1.3	2	-6	3	19	4	2	12	-76
CCOc1ccc(C2=Nn3cnnc3SC2)cc1	1.1	-5	1	9	10	5	3	0	-1
O=C(NCc1cccnc1)c1ccc(S(=O)(=O)N2CCOCC2)cc1	0.99	5	-3	9	7	2	2	1	14
O=C(O)CCCN1C(=O)NC2NC(=O)NC21 (stereo not given)	1	0	6	5	11	-15	-7	7	3
Cn1c(=O)cc(OCCCC(=O)Nc2ccc3c(c2)OCCO3)c2ccccc21	0.97	3	0	0	35	-1	7	4	12
COc1ccc(S(=O)(=O)NC(CC(=O)NCc2ccccc2OC)c2ccco2)cc1 (stereo not given)	1.1	3	7	12	0	3	-7	4	16
COc1ccc(CCNC(=O)C2CCN(Cc3nc(-c4ccccc4C)oc3C)CC2)cc1OC	0.97	-2	8	-5	4	0	-3	1	1
Cc1cnc(C(=O)Nc2ccc(N3CCN(C(=O)OC(C)(C)C)CC3)cc2)cn1	0.99	-7	-25	-8	12	-18	-2	2	-73
COC(=O)c1cn[nH]c1N	1	4	5	0	-3	5	-5	-6	-35
C=CCN1C(=O)C(O)(CC(=O)c2ccc(Cl)cc2)c2ccccc21 (stereo not given)	1	-3	-22	-16	0	8	-18	2	-83
Cc1c(NC(=O)C2CCCN2S(=O)(=O)c2ccc(Cl)cc2)c(=O)n(-c2ccccc2)n1C (stereo not given)	1	4	2	11	-2	1	-7	-1	-3
O=C(NCC(F)(F)F)Nc1ncccn1	1	-6	-12	2	11	0	-9	3	-30
O=C(c1oc(=O)c2ccccc2c1-c1ccccc1)N1CCN(C2CCCCC2)CC1	1.1	-1	1	8	2	8	28	-2	10

Quoted from the results shown, 6 compounds:
SMILES	A340 absorber	CatB mixtures	FXIa inh mix	CatG inh	CatL block	FXIIa mix inh	CatS block	CatB inh	C1s inh
CC(=O)N1c2ccccc2NC2=C(C(=O)CCC2)C1c1cccnc1 (stereo not given)	1.3	2	-6	3	19	4	2	12	-76
CCOc1ccc(C2=Nn3cnnc3SC2)cc1	1.1	-5	1	9	10	5	3	0	-1
O=C(NCc1cccnc1)c1ccc(S(=O)(=O)N2CCOCC2)cc1	0.99	5	-3	9	7	2	2	1	14
O=C(O)CCCN1C(=O)NC2NC(=O)NC21 (stereo not given)	1	0	6	5	11	-15	-7	7	3
Cn1c(=O)cc(OCCCC(=O)Nc2ccc3c(c2)OCCO3)c2ccccc21	0.97	3	0	0	35	-1	7	4	12
COc1ccc(S(=O)(=O)NC(CC(=O)NCc2ccccc2OC)c2ccco2)cc1 (stereo not given)	1.1	3	7	12	0	3	-7	4	16

Of the compounds above, these contain a COOH group.
SMILES	A340 absorber	CatB mixtures	FXIa inh mix	CatG inh	CatL block	FXIIa mix inh	CatS block	CatB inh	C1s inh
CC(C)(C)c1cc(CN2CCOCC2)c(C(=O)O)o1	1	1	7	3	14	8	12	4	1
O=C(O)CCCN1C(=O)NC2NC(=O)NC21 (stereo not given)	1	0	6	5	11	-15	-7	7	3

Structures above shown as hits in CatB inh:
SMILES	A340 absorber	CatB mixtures	FXIa inh mix	CatG inh	CatL block	FXIIa mix inh	CatS block	CatB inh	C1s inh
Nc1nonc1-c1nc2ccccc2n1CC(=O)N1CCCCC1	1	86*	2	0	66*	-19	40	81*	-1

Following part:
SMILES	A340 absorber	CatB mixtures	FXIa inh mix	CatG inh	CatL block	FXIIa mix inh	CatS block	CatB inh	C1s inh
COc1ccc(OC)c(C2CC(=O)c3c([nH]c(C(=O)OCC4CCCO4)c3C)C2)c1 (stereo not given)	1	5	9	10	-3	3	6	1	11
O/N=C(/CN(O)/C=C1/C=CC=N1)c1cccs1	1.1	0	12	9	-8	-13	-2	-1	9
CC1=C(C(=O)N2CCCCCC2)C2(CCC(C)CC2)OC1=O (stereo not given)	1	-2	1	-6	1	-11	-5	3	-39
O=C(c1ccco1)N1CCN(C(=O)C2Cc3ccccc3CN2S(=O)(=O)c2ccc(F)cc2)CC1 (stereo not given)	1.1	2	-2	3	10	-3	11	0	12
CC(C)(C)c1ccccc1OCCN1CCCC1	1.1	-8	-21	-3	-2	9	-13	.	-104
CCn1ccnc1C(O)c1ccc(N(C)C)cc1 (stereo not given)	1	0	4	8	.	7	4	-2	0
COc1ccc(-n2nnc3c(=O)n(CC(=O)N4CCCCC4)cnc32)cc1	1	3	5	0	.	-7	5	-4	-28
CC(C)(C#N)Nc1ccccc1	1	5	5	8	16	7	1	0	18
Cc1ccc(S(=O)(=O)Nc2ccccc2CNc2c(C)n(C)n(-c3ccccc3)c2=O)cc1	1	0	4	6	1	-5	-4	0	11
COc1ccc(-c2nc(CS(=O)CC(=O)NC3CCCc4ccccc43)c(C)o2)cc1OC (stereo not given)	1	1	8	22	8	-1	10	3	13
CC(C)CCNc1cc(=O)n(C)c(=O)n1C	1	4	1	0	1	10	-5	2	3
Nc1nc(-c2cccs2)c(NC(=O)c2ccccc2)s1	1	3	7	7	10	-31	-11	3	15
Cc1oc(-c2ccccc2)[n+]([O-])c1C	1	5	7	2	-2	11	-2	-4	-27
O=C(NCCC(=O)N1CCNC1=O)OCc1ccccc1	1	4	12	7	3	7	-4	5	11
CCOC(=O)c1c(NC(=O)CSc2nnc(Cc3csc(N)n3)n2C)sc(C)c1C	1	1	4	-4	2	3	-3	2	-6
COc1ccc(OC)c(C2=C[N+](=O)C(C)(C)C(C)(C)N2[O-])c1	1.2	3	4	9	-8	1	-10	1	-2
Nc1ccc(C(=O)OCCCc2nc3ccccc3[nH]2)cc1	0.99	8	9	8	4	20	13	11	-15
CN(c1nnc(N)s1)C1CCCCC1	1	-7	-23	-19	0	19	-24	3	-190
Cn1c(=O)c2c(nc(CN3CCCCC3)n2CCc2ccccc2)n(C)c1=O	0.97	-9	-16	-20	-1	11	-9	2	-62
CCOc1ccc(-c2nc(C#N)c(N3CCN(C)CC3)o2)cc1	1	-4	10	3	-18	12	-4	-4	-1
COC(=O)c1[nH]c2ccccc2c1NC(=O)Oc1ccccc1	1.1	5	5	-5	-6	-1	9	5	-17
CCc1ccc2[nH]c(=O)c(C(c3nnnn3CCOC)N3CCN(c4ccc(F)cc4)CC3)cc2c1 (stereo not given)	1	3	3	-8	0	1	1	-2	10
CCC(=O)N(Cc1cc2ccccc2[nH]c1=O)C(C)C	1	0	-2	5	-8	10	-9	1	-46
Cc1cc(O)cc(=O)n1Cc1ccco1	0.99	8	8	12	11	3	16	6	9

A portion of the library (hit frequency here may not be typical).
